ANO1 activ: mouse TMEM16A channel activation, primary screen. Q8BHY3. HEK293 TMEM16A/YFP-H148Q/I152L, iodide quench fluorescence; active compounds read low. B-score at 10 µM. 340,000 tested, 0.3% active. AID 623877;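 active = fluorescence-ratio B-score plate-corrected deviation score at least 3 library SD below zero, with starting fluorescence score within 5 deviations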;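 note: channel opened by trigger with iodide after compound preincubation; score built on the fluorescence ratio of max minus min over baseline; more negative score means more quench and so TMEM16A activation or potentiation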
KCNK3 block: human KCNK3 channel inhibition, primary screen; O14649; CHO-KCNK3 thallium flux, FluxOR fluorescence; active compounds read low; B-score at 10 µM; 340,000 tested, 0.84% active;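 active = B-score under library mean minus 4 SD, starting fluorescence ratio at most library mean plus 5 SD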;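 note: more negative B-score means stronger inhibition of thallium flux through KCNK3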
Target sequence (O14649 whole entry, looked up): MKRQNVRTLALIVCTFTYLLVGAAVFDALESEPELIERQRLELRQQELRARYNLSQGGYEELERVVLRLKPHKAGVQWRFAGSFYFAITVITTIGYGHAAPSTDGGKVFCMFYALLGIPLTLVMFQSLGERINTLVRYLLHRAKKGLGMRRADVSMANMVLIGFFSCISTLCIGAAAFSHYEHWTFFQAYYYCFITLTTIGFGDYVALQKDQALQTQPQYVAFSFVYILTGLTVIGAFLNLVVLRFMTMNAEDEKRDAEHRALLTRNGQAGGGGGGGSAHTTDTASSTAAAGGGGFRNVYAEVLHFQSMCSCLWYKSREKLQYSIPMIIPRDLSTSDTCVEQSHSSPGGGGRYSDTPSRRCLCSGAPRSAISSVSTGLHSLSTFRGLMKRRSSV
TRPC4 potent: TRPC4 (mouse) allosteric potentiation. Q9QUQ5. HEK293 TRPC4beta/mu-opioid, DAMGO EC20, Fluo-4 Ca2+ flux; active compounds read high. B-score at 10 µM. 310,000 tested, 0.42% active. AID 2227;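 active = B-score of calcium response area above 5 SD of library B-scores, with initial fluorescence ratio within 5 SD of library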;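 note: B-score of integrated fluorescence ratio over time as area under calcium response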
hERG rescue: shields human hERG channel from block by proarrhythmic agents | Q12809 | CHO-hERG, FluxOR thallium flux, dofetilide IC70 present | activation (rescue from dofetilide block), less the hit threshold, % at 10 µM | 310,000 tested, 0.51% active | AID 1511;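 active = activation above the mean of controls blocked by dofetilide plus 5 SD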;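 note: thallium influx through hERG after potassium depolarization seen as dye fluorescence rise; in these data hits start at about 4.7%; inactives centre near -7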
TMEM16A inh: inhibitors of mouse TMEM16A calcium-activated chloride channel | normalized B-score (activity score, 25-100; higher = stronger inhibition) at 10 µM | HEK293 TMEM16A/YFP iodide influx fluorescence, ionomycin | 310,000 tested, 1.2% active;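 active = ratio plate-corrected score three or more library SD toward inhibition, starting fluorescence score within five deviations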;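 note: score derived from kinetic fluorescence span divided by baseline fluorescence per well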
TRPC4 agonist: TRPC4 (mouse) channel activation | Q9QUQ5 | HEK293 TRPC4beta/mu-opioid, Fluo4 calcium fluorescence; active compounds read high | B-score at 10 µM | 310,000 tested, 0.49% active | AID 2237;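 active = B-score above 5 SD of library B-scores, and initial fluorescence ratio not above library mean plus 5 SD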;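 note: positive B-score marks a calcium rise read as TRPC4 activation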
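Incubation: 45 min room-temperature Fluo4 loading, 110 s read / System: HEK293 cells stably co-expressing mouse TRPC4beta and mu-opioid receptor / Signal: Fluo4 fluorescence, kinetic / Control set: buffer (low) and maximal DAMGO (high) / Measure: integrated baseline-normalised fluorescence ratio, converted to per-well B score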
KCNK9 inh: blocks the human KCNK9 two-pore domain potassium channel; B-score at 10 µM; HEK293 KCNK9, FluxOR thallium flux fluorescence; active compounds read low; AID 488922; Q9NPC2; 310,000 tested, 1.2% active;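 active = ratio B-score over 3 SD below the library mean, with starting fluorescence within 5 SD of its mean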;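 note: negative B-score means less thallium flux so channel inhibition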
HDAC3 inhib: inhibitors of human histone deacetylase 3; AID 2718; inhibition, % at 8.3 µM; 320,000 tested, 0.15% active; O15379; recombinant HDAC3, fluorogenic peptide/trypsin coupled, fluorescence; in the data active = inhibition above about 26%, passing the limit was not always enough
Dyrk1A ADPGlo: blocks rat Dyrk1A kinase activity; Q63470; ADP-Glo luminescence, NFATc1 peptide; inhibition, % at 12.5 µM; 310,000 tested, 0.43% active; AID 504441; in the data active = inhibition above about 50%;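 note: plate controls were vehicle with enzyme for no effect and no enzyme for full effect; many of its hits are not listed in these tables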
KCNQ1 block: human KCNQ1 channel inhibition | P51787 | CHO-K1 KCNQ1, FluxOR thallium flux fluorescence; active compounds read high | B-score at 10 µM | 310,000 tested, 1.3% active | AID 2642;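 active = compounds whose thallium flux B-score, printed positive for inhibition, exceeds three library SD while starting fluorescence stays within three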;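 note: channel opened by potassium depolarization with thallium stimulus after 20 min compound exposure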
Target sequence (P51787 whole entry, looked up): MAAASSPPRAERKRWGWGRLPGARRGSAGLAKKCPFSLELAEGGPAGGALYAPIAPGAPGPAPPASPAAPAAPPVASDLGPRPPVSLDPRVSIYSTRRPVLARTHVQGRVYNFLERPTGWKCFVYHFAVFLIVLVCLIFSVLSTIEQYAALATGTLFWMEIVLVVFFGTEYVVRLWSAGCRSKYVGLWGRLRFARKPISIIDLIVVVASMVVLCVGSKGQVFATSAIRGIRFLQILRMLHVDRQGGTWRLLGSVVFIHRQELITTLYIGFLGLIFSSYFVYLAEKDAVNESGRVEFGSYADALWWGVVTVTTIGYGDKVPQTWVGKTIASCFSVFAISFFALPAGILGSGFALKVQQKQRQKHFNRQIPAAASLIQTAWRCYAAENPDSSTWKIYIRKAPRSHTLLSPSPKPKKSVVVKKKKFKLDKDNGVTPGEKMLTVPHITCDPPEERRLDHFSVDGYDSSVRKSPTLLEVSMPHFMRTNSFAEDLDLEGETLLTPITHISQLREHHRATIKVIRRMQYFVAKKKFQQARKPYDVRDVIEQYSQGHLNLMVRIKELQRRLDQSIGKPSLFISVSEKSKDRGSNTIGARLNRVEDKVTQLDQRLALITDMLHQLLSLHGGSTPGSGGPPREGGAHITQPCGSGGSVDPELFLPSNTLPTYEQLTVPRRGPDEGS
KCNQ1 act: potentiates or activates the human KCNQ1 potassium channel | P51787 | CHO-K1 KCNQ1, thallium flux FluxOR fluorescence; active compounds read high | B-score at 10 µM | 310,000 tested, 0.35% active | AID 2648;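 active = fluorescence ratio B-score, a plate-corrected score, at least three library SD, with initial intensity B-score within 5 SD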
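assay system = CHO-K1 cells stably expressing KCNQ1 | medium = assay buffer, equal DMSO in all wells | timing = 37 °C overnight plating, 90-min dark dye load, 20-min compound pretreatment | measured by = kinetic FluxOR thallium fluorescence, 10-s 1-Hz baseline, 110-s post-stimulus read | measure = fluorescence change relative to baseline, converted to B score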
Starred values were filed as active, the others as inactive; i = inactive; . = not tested or not shown; & = joins results of further samples.

Screens in order – ANO1 activ	KCNK3 block	TRPC4 potent	hERG rescue	TMEM16A inh	TRPC4 agonist	KCNK9 inh	HDAC3 inhib	Dyrk1A ADPGlo	KCNQ1 block	KCNQ1 act
> O=C(C(=O)N1CCOCC1)c1cn(CC(=O)N2CCc3ccccc3C2)c2ccccc12
 : i	i	i	-3	i	i	i	7	1	i	i
> Cc1ccc(NS(=O)(=O)c2c(C(=O)N3CCCC3)c(C)n(C)c2C)cc1
 : i	i	i	-4	i	i	i	4	-5	i	i
> O=C(NCc1ccccc1)c1ccc[n+]([O-])c1
 : i	i	i	-7	i	i	i	-4	-9	i	i
> Cc1ccc(C(=O)N2CCC3(CC2)NCCc2[nH]cnc23)cc1C
 : i	i	i	-12	i	i	i	-8	-2	i	i
> O=C(Nc1nccs1)C1C2CC3OC(=O)C1C3C2 (centres undefined)
 : i	i	i	-7	i	i	i	-7	3	i	i
> O=C(NNC(=O)c1nn(-c2ccc(F)cc2)ccc1=O)c1ccc(C(F)(F)F)cc1
 : i	i	i	-12	i	i	i	8	0	i	i
> Oc1[nH]c2ccc(Br)cc2c1N=Nc1ccc(C(F)(F)F)cn1
 : i	i	i	-8	i	i	i	0	5	i	i
> Cc1c(NC(=O)Cn2nc(C(F)(F)F)c3c2CCCC3)c(=O)n(-c2ccccc2)n1C
 : i	i	i	-5	i	i	i	-8	-1	i	i
> COC(=O)c1c(-c2c(Cl)cccc2Cl)noc1NC(=O)NN1CCCCC1
 : i	i	i	-10	i	i	i	4	5	i	i
> O=C(NCCc1ccc(F)cc1)Nc1ccccc1
 : i	i	i	-10	i	i	i	2	-1	i	i
> CCCC[n+]1ccn(-c2nc3ccccc3nc2[N-]S(=O)(=O)c2ccc(Cl)cc2)c1
 : i	i	i	0	i	i	i	8	-5	i	i
> O=C(NCc1ccc2c(c1)OCO2)c1cc2ccccc2o1
 : i	i	i	-8	i	i	i	2	-6	i	i
> O=C(NC1CC1)c1cc2c(s1)-c1ccccc1OC2
 : i	i	i	-2	i	i	i	-398	16	i	i
> Cc1ccc(N(C(=O)c2csnn2)C(C(=O)NC2CCCCC2)c2ccncc2)cc1 (centres undefined)
 : i	i	i	-9	i	i	i	0	-2	i	i
> COc1ccc(CCN(Cc2nc3ccccc3c(=O)[nH]2)C(=O)C2CC2)cc1
 : i	i	i	-11	i	i	i	-2	-3	i	i
> CCOC(=O)C1CCN(C(=O)c2ccc(N(C)S(C)(=O)=O)cc2)CC1
 : i	i	i	-9	i	i	i	2	-5	i	i
> CN(CCOc1ccccc1)CC(=O)Nc1ccc([N+](=O)[O-])cc1Cl
 : i	i	i	-10	25*	i	i	3	1	i	i
> Cc1nn(Cc2ccccc2)c(Cl)c1C(=O)OCC#N
 : i	i	i	-8	i	i	i	-3	0	i	i
> CCN(CC)S(=O)(=O)c1ccc(NC(=O)CNC2CCCCC2)cc1
 : i	i	i	-10	i	i	i	2	4	i	i
> Cc1cccc(NC(=S)N2CCN(S(=O)(=O)c3ccc(F)cc3)CC2)c1
 : i	i	i	4	i	i	i	-9	1	i	i
> Cc1[nH]c2ccc(Cl)cc2c(=O)c1CN1CCCC1
 : i	i	i	-9	i	i	i	0	-3	i	i
> CS(=O)(=O)c1cccc(-c2nnc(NC(=O)c3ccc4ncsc4c3)o2)c1
 : i	i	i	-11	i	i	i	7	8	i	i
> O=C1NC(C(F)(F)F)(C(F)(F)F)N=C2SC=CN12
 : i	i	i	-10	i	i	i	5	8	i	i
> O=C(C1=C[C@H](c2coc3ccccc3c2=O)C[C@H](OCCCCO)O1)N1CCN(Cc2ccc3c(c2)OCO3)CC1
 : i	i	i	-10	i	i	i	0	6	i	i
> COc1ccc(CC2(CO)CCN(S(=O)(=O)c3sccc3C)CC2)cc1
 : i	i	i	-17	i	i	i	-1	5	i	i
> O=C(O)C[C@]1(C(=O)Nc2ccc(F)cc2)CC(/C=C/c2ccccc2)=NO1
 : i	i	i	-5	i	i	i	0	-2	i	i
> COc1cc(C(=O)NCCNc2nc3ccc(C)cc3cc2C#N)cc(OC)c1OC
 : i	i	i	-9	i	i	i	-4	6	i	i
> CCN(CC)S(=O)(=O)c1ccc(C)c(C(=O)Oc2cccc(-c3cnc4ccccc4n3)c2)c1
 : i	i	i	-11	i	i	i	-4	1	i	i
> Cc1cccc(-c2nnc(NC(=O)c3ccc(Cl)cc3)o2)c1
 : i	i	i	-12	i	i	i	0	-1	i	9*
> COc1ccc(NCc2nc3ccccc3n2C)cc1
 : i	i	i	-1	i	i	i	-2	4	i	i
> Cc1ccc(-n2nc3c(c2NC(=O)c2ccco2)CS(=O)C3)c(C)c1 (centres undefined)
 : i	i	i	-7	i	i	i	5	4	i	i
> COc1cc(CCC(=O)OCC(=O)Nc2ccccc2F)cc(OC)c1OC
 : i	i	i	-3	i	i	i	2	-2	i	i
> CC(C)(C)Nc1nc(NCc2cccnc2)nc(N2CCOCC2)n1
 : i	i	i	-11	i	i	i	5	-4	i	i
> Cc1ccc(CN2C(=O)NC(Cc3c[nH]c4ccccc34)C2=O)cc1 (centres undefined)
 : i	i	i	-15	i	i	i	4	5	i	i
> COc1cccc(C2=NOC(C(=O)NCCN3CCOCC3)C2)c1 (centres undefined)
 : i	i	i	-6	i	i	i	0	3	i	i
> O=C(/C=C/c1ccc(Cl)cc1Cl)Nc1cccc(S(=O)(=O)NC2=NCCC2)c1
 : i	i	i	-5	i	i	i	0	13	i	i
> O=C(N=C1c2ccccc2CN1c1ccc(F)c(Cl)c1)c1cccnc1Cl
 : .	.	i	-7	i	i	-11*	2	.	i	i
> Cc1oc(-c2ccccc2Cl)nc1CS(=O)(=O)CC(=O)N1CCOCC1
 : i	i	i	-8	i	i	i	.	3	i	i
> Cc1cc(C)n2cc(-c3ccc(Cl)cc3)c(C(=O)O)c2n1
 : i	i	i	-6	i	i	i	-3	-1	i	i
> COc1cccc(C(=O)NCC(=O)N2CCC3(CC2)NCCc2[nH]cnc23)c1OC
 : i	i	i	-4	i	i	i	-1	-2	i	i
> COc1cccc(CNC(=O)Cn2cccc2C(=O)c2ccccc2C)c1
 : i	i	i	-8	i	i	i	2	0	i	i
> O=c1c(C(c2c(O)nc3n(c2=O)CCS3)c2cccc3ccccc23)c(O)nc2n1CCS2
 : i	i	i	-2	i	i	i	6	.	i	i
> O=C(Cn1c[n+](CC(=O)c2ccc([N+](=O)[O-])cc2)cn1)c1ccc([N+](=O)[O-])cc1
 : i	i	i	-11&-16	i	i	i	4&4	-4&9	i	i
> COc1ccc(N(CC(=O)NCCC2=CCCCC2)S(=O)(=O)c2ccccc2)cc1
 : i	i	i	-11	i	i	i	4	-3	i	i
> O=[N+]([O-])c1ccccc1/C=C/C=N/n1c(-c2ccco2)n[nH]c1=S
 : i	i	i	-7	i	i	i	7	-1	i	i
> COCCNC(=O)Cn1cc(/C=C(\C#N)C(=O)NC2CCCC2)c2ccccc21
 : i	i	i	-2	i	i	i	-3	9	i	i
> CCCCCn1c(SCC#N)nc2cc(C(=O)NCC3CCCO3)ccc2c1=O (centres undefined)
 : i	i	i	-11	i	i	i	-2	2	i	i
> COCCCNC(=O)CC(=O)N/N=C\c1ccc(SC)cc1
 : i	i	i	-8	i	i	i	0	-7	i	i
> C=CCSc1nnc(N2C(=O)C(O)=C(C(=O)c3ccco3)C2c2ccc(F)cc2)s1 (centres undefined)
 : -5.8*	-11*	i	-13	i	i	i	1	.	i	i
> CCc1ccc(NC(=O)c2ccc(OC)c([N+](=O)[O-])c2)cc1
 : i	i	i	-8	i	i	i	8	1	i	i

More structures
Screens in order – ANO1 activ	KCNK3 block	TRPC4 potent	hERG rescue	TMEM16A inh	TRPC4 agonist	KCNK9 inh	HDAC3 inhib	Dyrk1A ADPGlo	KCNQ1 block	KCNQ1 act
> Cc1ccccc1NC1=NS(=O)(=O)c2ccccc21
 : i	i	i	-6	i	i	i	1	2	i	i
> Cc1cc(Cl)c(OCCCNCc2ccccc2)c(Br)c1
 : i	i	i	-23	i	i	i	4	10	6*	i
> C=CCn1c(SCC(=O)Nc2ccc(F)cc2)nc2cc(C(=O)O)ccc2c1=O
 : i	i	i	-6	i	i	i	1	35	i	i
> O=C1NN(c2ccccc2)C(=O)/C1=C\c1ccc(-c2cc([N+](=O)[O-])ccc2O)o1
 : i	i	i	0	.	i	i	.	6	i	i
> COc1cc(CC(=O)NCC2COc3ccccc3O2)cc(OC)c1OC (centres undefined)
 : i	i	i	-10	i	i	i	0	-6	i	i
> O=c1oc2c(CN3CCOCC3)c(O)ccc2c2c1CCCC2
 : i	i	i	-3	i	i	i	-373	16	i	i
> Cc1ccc(C)c(N=Nc2ccc(O)c3ncccc23)c1
 : i	i	i	-6	i	i	i	1	-1	i	i
> COc1cc(SC)ccc1C(=O)NCCNC(=O)c1nonc1N
 : i	i	i	-8	i	i	i	3	-5	i	i
> O=C1NN(c2cccc(Br)c2)C(=O)/C1=C/c1cccs1
 : i	i	i	-12	i	i	i	4	.	i	i
> COc1ccc(C(=O)O/N=C(\N)c2ccccc2)c(OC)c1
 : i	i	i	-6	i	i	i	2	12	i	i
> CCCCCCCn1c(=N)n(CC(O)c2ccco2)c2ccccc21 (centres undefined)
 : i	i	i	-13	i	i	i	-15	3	i	i
> CCC1CCCCN1Cc1cc(OC)c(O)c([N+](=O)[O-])c1 (centres undefined)
 : .	.	i	-11	i	i	i	3	.	i	i
> COc1cc(CN(C(=O)c2ccco2)c2ccc(C)cc2)ccc1O
 : i	i	i	-5	i	i	i	-1	-2	i	i
> O=C(Cc1cccc2ccccc12)Nc1ccc(OC(F)F)c(Cl)c1
 : i	i	i	-1	i	i	i	7	-1	i	i
> COc1ccc(S(=O)(=O)N2CCOCC2)cc1NC(=O)Cc1coc2cc(C)c(C)cc12
 : i	i	i	-4	i	i	i	-5	-1	i	i
> Cc1ccccc1NC(=O)n1ncc2cc(Cl)ccc21
 : i	i	i	-6	i	i	i	1	0	i	i
> CC(=O)Nc1ccc(S(=O)(=O)N(C)CC(=O)OCC(=O)N(C)C2CCS(=O)(=O)C2)cc1 (centres undefined)
 : i	i	i	-4	i	i	i	4	0	i	i
> O=c1[nH]c(=O)n(Cc2ccccc2)c2nc(-c3ccc(Oc4ccc(F)cc4)c([N+](=O)[O-])c3)n(CCO)c12
 : i	i	i	-5	i	i	i	11	-6	i	i
> COc1ccccc1CNc1ncccc1[N+](=O)[O-]
 : i	i	i	-7	i	i	i	4	-1	i	i
> Cc1ccccc1C(=O)NC(=S)NCc1cccnc1
 : i	i	i	-15	i	i	i	-11	1	i	i

Bioassay records deposited in PubChem by several laboratories.

Only part of the results is shown (hit frequency here may not be typical).
